Compound activity as filed in PubChem BioAssay.
HepG2 tox: qHTS for Inhibitors of TGF-b: Cytotox Counterscreen; 410,000 tested, 0.76% active; Potency, µM (series often up to 46.1 µM), for inactives: at the top dose activity change, negative = cytotoxicity, usual class: cytotoxic; AID 588856, 2011; HepG2 CAGA-GFP viability, ATP luminescence, 18 h; further: potency means the concentration at half of the fitted maximal effect; some results filed as inactive show a strong effect at the top dose
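HepG2 CAGA-GFP cells (1000/well, DMEM with 1% FBS) received compound, then TGF-beta at 500 pg/mL final, and were incubated 18 hours at 37 degrees C. Viability was read by CellTiter-Glo luminescence. Media-only wells were set as complete cell-killing and DMSO as no toxicity.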
IL2 activator: qHTS of IL-2 Activators. IL-2 activation reporter assay, cell-based qHTS; stimulated with anti-CD3/CD4/CD28 beads; in transgenic mouse T cells. activation, % (series mostly up to about 46 µM). 360,000 tested, 0.065% active; in the data active means activation above about 50%; inconclusive means mostly about 30% to 49%; further: 0% is about no effect
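Unstimulated transgenic mouse T cells preincubated 60 min with compound, then stimulated with anti-CD3/anti-CD4-coated beads plus anti-CD28 for 18 h at 37 degrees C. IL-2 response read as EGFP and DsRed fluorescence by plate cytometry.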
A549 viability: Nrf2 qHTS screen for inhibitors: counterscreen for cytotoxicity; A549 ARE-Fluc cells, CellTiter-Fluor viability, 18-24 h; Potency, µM (highest dose often 46 µM), for inactives: at the highest dose activity change, negative = cytotoxicity, hits mostly inhibitors; 390,000 tested, 0.16% active; AID 504648, 2011; further: potency means the concentration at half of the fitted maximal effect; on the % scale 0 is the no-effect control and ±100 the full control effect
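A549 ARE_Fluc cells in 5% FBS OPTI-MEM were exposed to compounds in concentration-response for 18-24 h at 37 deg C. Viability was read by CellTiter-Fluor fluorescence (Ex 405/Em 525) after 30 min, before the luciferase read.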
TGFb SMAD3 inh: qHTS for Inhibitors of TGF-b; HepG2 CAGA-GFP TGF-b/SMAD3 reporter, GFP fluorescence, 18 h; TGF-beta stimulated, 500 pg/mL final; 410,000 tested, 1.2% active; Potency, µM (doses to about 46.1 µM), for inactives: top-dose activity, negative = inhibition, most hits filed as inhibitors; AID 588855, 2011; further: potency means the concentration at half of the fitted maximal effect; on the % scale 0 is the no-effect control and ±100 the full control effect; nearly all actives have a fitted effect of over 65% in size
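HEPG2 CAGA-GFP cells (1000/well, DMEM with 1% FBS) were pre-incubated 2 h at 37 degrees C, given compound by pin tool, then stimulated with TGF-beta at 500 pg/mL final for 18 h before per-cell GFP fluorescence imaging.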
Nrf2 activator: qHTS of Nrf2 Activators. AREc32 ARE-luciferase reporter (MCF7-derived line), luminescence, 24 h. Potency, µM (top dose mostly 46.1 µM), for inactives: at the top dose activation, usual class: activators. 410,000 tested, 0.31% active; further: potency means the concentration at half of the fitted maximal effect; % of control where 0% means no effect; nearly all actives have a fitted effect of over 65% in size
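For detection, Steady-Glo was added and plates sat 30 min at RT; before that, AREc32_Fluc cells grown overnight in OPTI-MEM/5% FBS had been treated with 23 nL compound for 24 hr at 37 deg C.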
Nrf2 block: Nrf2 qHTS screen for inhibitors; Potency, µM (top dose mostly 46 µM), for inactives: at the highest dose activity change, negative = inhibition, usual class: inhibitors; 360,000 tested, 2.1% active; A549 ARE-Fluc reporter, luciferase luminescence, 18-24 h; further: potency means the concentration at half of the fitted maximal effect; on the % scale 0 is the no-effect control and ±100 the full control effect; nearly all actives have a fitted effect of over 60% in size
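Concentration-response testing used A549 ARE_Fluc cells at 5000 cells/well. Following an 18-24 h compound incubation, viability was read by fluorescence (Ex 405/Em 525) and luciferase output by luminescence.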
ATXN2 expr inh: Primary qHTS for Inhibitors of ATXN expression; HEK-293 ATXN2-luciferase reporter, luminescence, 24 h; Potency, µM (highest dose often 57 µM), for inactives: at the highest dose activity change, negative = inhibition, actives largely listed as inhibitors; 360,000 tested, 0.72% active; AID 1745845, 2022; further: potency means the concentration at half of the fitted maximal effect; on the % scale 0 is the no-effect control and ±100 the full control effect; nearly all actives have a fitted effect of over 55% in size
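ATXN2-luciferase reporter cells (luciferase flanked by upstream and downstream ATXN2 gene portions) were treated 24 h at 37 °C with compounds at up to 57 uM. SteadyGlo luminescence gave expression; GF-AFC fluorescence gave viability.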
ATXN viability: Viability Counterscreen for Primary qHTS for Inhibitors of ATXN expression; Potency, µM (top dose mostly 56.7 µM), actives largely listed as cytotoxic; S2 cells (HEK-293 line with an ATXN2-luciferase reporter) viability, CellTiter-Fluor protease fluorescence, 24 h; AID 651635, 2014; 400,000 tested, 0.49% active; further: potency means the concentration at half of the fitted maximal effect; nearly all actives have a fitted effect of over 40% in size
EPAC2 ag: qHTS for Agonist of cAMP-regulated guanine nucleotide exchange factor 4 (EPAC2): primary screen | EPAC2 activation, biochemical qHTS; response scale: 100% = 6.5 mM cAMP response | Rap guanine nucleotide exchange factor 4 (Homo sapiens), Q8WZA2 | 360,000 tested, 0.079% active | Potency, µM (highest dose often 154 µM), without a hit: top-dose activation, most hits filed as activators | AID 720711, 2013; further: potency means the concentration at half of the fitted maximal effect; nearly all actives have a fitted effect of over 50% in size
Target sequence (Q8WZA2 whole entry, looked up): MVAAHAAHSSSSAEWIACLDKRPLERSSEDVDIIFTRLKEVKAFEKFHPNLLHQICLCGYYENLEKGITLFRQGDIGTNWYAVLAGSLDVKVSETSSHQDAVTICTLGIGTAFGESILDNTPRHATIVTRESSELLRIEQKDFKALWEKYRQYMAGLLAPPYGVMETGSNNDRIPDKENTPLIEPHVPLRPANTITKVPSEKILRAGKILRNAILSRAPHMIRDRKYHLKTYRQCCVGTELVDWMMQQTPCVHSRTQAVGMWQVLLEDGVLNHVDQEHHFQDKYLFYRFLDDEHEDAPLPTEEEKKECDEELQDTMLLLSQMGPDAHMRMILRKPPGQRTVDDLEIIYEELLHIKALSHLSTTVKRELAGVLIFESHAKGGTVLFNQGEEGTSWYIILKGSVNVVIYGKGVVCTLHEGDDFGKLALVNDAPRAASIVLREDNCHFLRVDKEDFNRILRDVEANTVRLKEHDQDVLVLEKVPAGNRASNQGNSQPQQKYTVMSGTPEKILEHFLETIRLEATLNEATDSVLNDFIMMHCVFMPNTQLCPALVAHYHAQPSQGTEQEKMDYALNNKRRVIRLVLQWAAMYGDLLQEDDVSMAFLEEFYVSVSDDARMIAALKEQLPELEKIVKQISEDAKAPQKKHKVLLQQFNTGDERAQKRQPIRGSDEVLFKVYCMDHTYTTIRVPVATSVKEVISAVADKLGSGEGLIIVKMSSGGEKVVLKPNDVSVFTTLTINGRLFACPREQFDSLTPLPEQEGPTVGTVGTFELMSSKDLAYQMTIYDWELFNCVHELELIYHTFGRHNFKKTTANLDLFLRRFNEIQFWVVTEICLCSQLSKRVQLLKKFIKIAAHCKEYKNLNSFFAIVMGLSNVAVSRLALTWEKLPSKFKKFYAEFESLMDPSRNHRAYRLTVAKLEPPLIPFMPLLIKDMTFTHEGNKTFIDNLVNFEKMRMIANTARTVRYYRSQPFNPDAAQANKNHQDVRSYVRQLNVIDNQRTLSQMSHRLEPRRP
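qHTS, titration series. 100 nM EPAC2 / 250 nM Rap1B-BODIPY-GDP / 50 uM GDP; RT; ex 480/em 540 nm, 5-min reads to 30 min. Norm. to 6.5 mM cAMP = activation.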
Active calls of the source: *; i = inactive; ? = inconclusive; . = no result given; & = joins results of further samples; [ ] = another dose, or the depositor's remark. Unless noted, the call rests on the fitted dose curve; in most records, active means well fitted curve in the direction sought with a large enough effect; inconclusive means small, poorly fitted or top-dose-only effect, or another doubt; inactive means no such curve, though single readings can be large; an effect the other way counts as inactive or inconclusive.

SMILES	HepG2 tox	IL2 activator	A549 viability	TGFb SMAD3 inh	Nrf2 activator	Nrf2 block	ATXN2 expr inh	ATXN viability	EPAC2 ag
Cc1ccc(C(=O)/C=C/Nc2ccc([N+](=O)[O-])cc2Br)cc1	8%	2.3	0%	-19%	0.5%	.	28%	i	3%
CSc1nc2[nH]c3c(c2c2nnnn12)CCCC3	-2%	-4.5	-1%	-1%	5.2%	-18%	-1%	i	1%
O=C1CN(S(=O)(=O)c2ccc(Cl)cc2C(F)(F)F)CCN1	-3%	-0.7	1%	8%	-0.3%	-17%	5%	i	9%
Cc1ccc(C)c(S(=O)(=O)Nc2cc(C)on2)c1	-8%	-2.0	10%	-10%	-0.2%	-2%	0%	i	12%
COc1ccc(-c2nc(S(=O)(=O)c3ccccc3)c(N3CCCC3)o2)cc1	3%	-1.2	.	-9%	-1.2%	.	.	i	11%
COc1ccccc1NC(=O)CCSc1ccc(C)cc1	-12%	-3.5	17%	-5%	0.7%	0%	11%	i	7%
CCOC(=O)c1c(NC(=S)N2CCCCC2)sc2c1CCN(C(=O)OCC)C2	-61%	-1.0	2%	?	16%	?	?	i	0%
Cc1ccc(N(C(=O)c2ccccn2)C(C(=O)NC2CCCCC2)c2ccncc2)cc1 (centres undefined)	8%	0.7	2%	-4%	-0.1%	?	26%	i	7%
COc1ccc(NCc2nnc(SCC(=O)N3CCCc4ccccc43)n2C)cc1	1%	-0.7	-2%	-21%	-0.5%	-9%	-5%	?	4%
CCOC(=O)CNC(=O)CSc1ncnc2c1nnn2-c1ccc(F)cc1	3%	0.0	9%	?	-0.3%	8%	2%	i	2%
COc1cc(C=C(C#N)C(=O)c2ccccc2)cc(OC)c1OC	4%	0.7	.	-9%	0.5%	.	3%	i	12%
COc1ccc(/C=N/n2cncn2)cc1CSc1ccccn1	8%	-0.6	2%	29%	6.2%	-4%	5%	?	-2%
O=C(O)[C@@H]1CCCN1S(=O)(=O)c1cccc2cccnc12	-5%	1.0	5%	-2%	-0.7%	4%	6%	i	16%
CC1CCCC(NC(=O)CCCCCn2c(=S)[nH]c3ccsc3c2=O)C1C (centres undefined)	-17%	-1.2	.	0%	-0.5%	.	.	i	14%
CN(C)S(=O)(=O)N1CCc2ccccc2C1	8%	-0.4	.	-1%	0.7%	12%	3%	i	8%
CC(COc1ccccc1)N1CCC(CO)(Cc2ccccc2)CC1 (centres undefined)	-8%	-1.5	1%	-9%	1.3%	-6%	-10%[11.3 µM]	i	1%
CC(C)c1nc(SCC(=O)c2c[nH]c3ccccc23)n[nH]1	13%	-2.4	2%	11%	2.3%	8%	0%	i	-1%
CC(c1ccccc1)n1c(-c2ccc(Cl)cc2)n[nH]c1=S (centres undefined)	-36%	-2.3	0%	-18%	0.3%	1%	4%	i	-2%
O=C(CC1C(=O)NCCN1Cc1ccoc1)NCCCn1ncc2ccccc21 (centres undefined)	-19%	0.7	-1%	0%	-0.6%	3%	12%	i	-7%
CCc1ccc(S(=O)(=O)c2nnn3c2nc(N2CCOCC2)c2ccccc23)cc1	-6%	-2.1	13%	-12%	-0.8%	-8%	8%	i	7%
CC(=O)C1=NN(c2ccccc2)C(c2ccc3c(c2)OCO3)N1c1ccccc1 (centres undefined)	-24%	-0.5	0%	-4%	0.7%	2%	-12%	.	13%
O=C(CCSCCC(=O)NCCN1CCOCC1)NCCN1CCOCC1	14%	1.7	-1%	5%	0.1%	-10%	1%	i	-7%
CSc1ccc(/C=C/C(=O)OCC(=O)N2CCc3ccccc32)cc1	-1%	0.6	5%	3%	0.0%	2%	.	.	2%
Cc1ccc2[nH]c3c(c2c1)CN(C(=O)CN1CCCCC1)CC3	-31%	0.4	-1%	0%	0.3%	-6%	-8%	.	1%
Nc1c(C(=O)NCc2ccccc2)c2nc3ccccc3nc2n1-c1ccc2c(c1)OCO2	3%	-0.9	1%	7%	-0.3%	?	22µM*	i	9%

Three entries from above, arranged by heavy-atom count, low to high:
SMILES	HepG2 tox	IL2 activator	A549 viability	TGFb SMAD3 inh	Nrf2 activator	Nrf2 block	ATXN2 expr inh	ATXN viability	EPAC2 ag
CCOC(=O)CNC(=O)CSc1ncnc2c1nnn2-c1ccc(F)cc1	3%	0.0	9%	?	-0.3%	8%	2%	i	2%
Cc1ccc(N(C(=O)c2ccccn2)C(C(=O)NC2CCCCC2)c2ccncc2)cc1 (centres undefined)	8%	0.7	2%	-4%	-0.1%	?	26%	i	7%
Nc1c(C(=O)NCc2ccccc2)c2nc3ccccc3nc2n1-c1ccc2c(c1)OCO2	3%	-0.9	1%	7%	-0.3%	?	22µM*	i	9%

(next part)
SMILES	HepG2 tox	IL2 activator	A549 viability	TGFb SMAD3 inh	Nrf2 activator	Nrf2 block	ATXN2 expr inh	ATXN viability	EPAC2 ag
COc1ccccc1Cc1c(C(C)(C)C)nc2ccc(C)cn12	-39%	-0.7	.	?	0.0%	.	2%	?	3%
COC(=O)Cc1ccc(OC2(C)CCN(Cc3ccccc3OC(F)F)C2)cc1 (centres undefined)	-6%	-0.2	.	?	2.9%	.	5%	i	8%
CCN(CC)CCNC(=O)CN1C(=O)COc2ccc(S(=O)(=O)N3CCOCC3)cc21	-24%&12%	-2.3	13%&19%	-19%&-2%	-0.5%&-2.2%	-22%&20%	-5%&-1%	i	6%
COC(=O)[C@@H]1C[C@H]2CC[C@H](O)C[C@H]2N1Cc1ccccc1OS(=O)(=O)c1ccc(C)cc1	1%	0.5	0%	-2%	0.5%	1%	6%	?	10%
NC(=O)COC(=O)c1c2c(nc3ccccc13)CCCC2	2%	-1.7	0%	-7%	0.1%	-2%	-24%	i	2%
CCOC(=O)c1[nH]c2ccc(Cl)cc2c1NC(=O)c1nonc1C	3%	1.1	0%	0%	0.9%	?	-1%	i	11%
Cc1ccc(N2C(=O)C3CCCN3C2=S)cc1Cl (centres undefined)	-1%	-2.3	-3%	8%	5.4%	5%	-10%	i	6%
COc1ccc(C(=O)NC(=S)Nc2nc(C)c(C(=O)N(C)C)s2)cc1	-6%	-1.3	0%	-26%	-0.1%	11%	17%	i	4%
Cc1cccc(N2CC(C(=O)NC3CCCCCC3)CC2=O)c1C (centres undefined)	-1%	0.6	1%	10%	-0.1%	23%	0%	?	5%
O=C(C=C1CCN(c2ncc(C(F)(F)F)cc2Cl)CC1)NNC(=O)Nc1ccccc1	1%	1.1	.	1%	-0.2%	?	13%	i	15%
O=C(CSCCO)Nc1cccc(C(F)(F)F)c1	1%	-3.5	-2%	-14%	0.2%	-5%	-1%	i	6%
CCc1ccc(S(=O)(=O)c2nnn3c2nc(N2CCCC(C)C2)c2cc(Cl)ccc23)cc1 (centres undefined)	-5%	.	3%	13%	0.2%	-10%	16%	i	.
Cc1ccc([N+](=O)[O-])cc1NC(=O)/C=C/C(=O)O	6%	1.2	-2%	4%	-0.1%	26%	-5%	i	6%
COc1cccc(-c2nnc(N(C)C(=O)C3CCOC3)s2)c1 (centres undefined)	-24%	3.5	0%	-6%	0.8%	10%	35%	i	-6%
COc1ccc(CCNC(=O)[C@H](C)N2C(=O)N3CCc4c([nH]c5ccccc45)[C@@]3(C)C2=O)cc1	-42%	-4.2	-12%	-16%	-1.3%	15µM*	-19%	i	13%
CCOC(=O)c1c(NC(=O)C(=O)N/N=C/c2ccc(OCC)cc2)sc2c1CCCCC2	-3%	-1.2	-2%	-14%	0.2%	15%	1%	?	3%
COc1ccc(COCC(O)CN2CCOCC2)cc1OC (centres undefined)	4%	-1.7	-3%	-3%	0.2%	.	3%	i	-4%
Cc1ccc(-c2nnn(CC(=O)Nc3ccc(S(=O)(=O)N4CCC(C)CC4)cc3)n2)cc1	-59%	-0.4	-4%	?	6.7%	?	-32%	i	-7%
COc1ccc(CCNC(=O)Cn2cc(C(=O)c3ccc(F)cc3)c(=O)c3ccc(C)nc32)cc1OC	-25%	.	1%	1%	-0.5%	?	8%	i	.
COc1ccc(C2C(C#N)=C(N)Oc3n[nH]c(C)c32)cc1CN1CCN(c2ccc(F)cc2)CC1 (centres undefined)	0%	2.4	3%	-9%	2.5%	-13%	-12%	i	7%
O=C1NC(=S)N/C1=C\c1ccc(Oc2ccc(C(F)(F)F)cc2[N+](=O)[O-])c(Cl)c1	-3%	-3.4	-1%	3%	-0.6%	10%	47%[activator]	i	4%
Cc1ccc(C2=CC(c3ccccc3)n3ncnc3N2)cc1 (centres undefined)	-4%	0.0	-2%	-8%	0.9%	20%	9%	.	6%
Cc1ccc(C(=O)NNC(=O)Cc2csc(-c3csc(C)n3)n2)cc1	0%	-0.5	0%	13%	-0.4%	-3%	.	i	1%
Cc1ccccc1NC(=O)c1ccc([N+](=O)[O-])o1	-34%	-1.6	-2%	16µM*	?	-1%	-17%	i	3%
CCOC(=O)c1ccc(NC2=CC(c3ccc(O)c(OCC)c3)N(c3ccc(C(=O)OCC)cc3)C2=O)cc1 (centres undefined)	2%	.	-7%	27%	-0.5%	-8%	-3%	i	.
S=c1[nH]nc(-c2ccc3ccccc3n2)n1-c1ccccc1	-7%	-0.3	7%	-47%	6.1%	-6%	-2%	i	12%

3 compounds from above, sorted by the number in IL2 activator, high to low.
Structure	IL2 activator
Cc1ccc(C(=O)NNC(=O)Cc2csc(-c3csc(C)n3)n2)cc1	-0.5
COc1ccccc1Cc1c(C(C)(C)C)nc2ccc(C)cn12	-0.7
COc1ccc(C(=O)NC(=S)Nc2nc(C)c(C(=O)N(C)C)s2)cc1	-1.3
